Bioassay records (PubChem BioAssay)
zVAD death inh: L929 zVAD cell death inhibition. 0.38% of 220,000 active. viability rescue, % at 10 µM. L929 zVAD necroptosis rescue, ATP luminescence, 24 h; with zVAD 60 µM. AID 1377;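 active = activation, scaled between plate controls, above about 75%, limit read from the data; inactive = activation under that limit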;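 also: 0% = zVAD with DMSO and 100% = DMSO alone without zVAD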
Calpain2 inh: blocks pig calpain II enzyme activity; purified calpain II, fluorogenic peptide substrate, 30 min; inhibition, % at 16 µM; 0.37% of 220,000 active; AID 1236;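 active = inhibition above about 50%, limit read from the data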
EP2 antag: blocks the human prostaglandin E2 receptor EP2; P43116; C6 glioma cells expressing human EP2, cAMP TR-FRET; cells stimulated with saturating PGE2; inhibition, % at 25 µM; 0.52% of 260,000 active; AID 1422;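 active = percent inhibition above 40 after rounding to a whole number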;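 also: rat C6 glioma host cells with rolipram phosphodiesterase inhibitor present; the protocol text gives 20 µM as final concentration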
Target sequence (P43116 whole entry, looked up): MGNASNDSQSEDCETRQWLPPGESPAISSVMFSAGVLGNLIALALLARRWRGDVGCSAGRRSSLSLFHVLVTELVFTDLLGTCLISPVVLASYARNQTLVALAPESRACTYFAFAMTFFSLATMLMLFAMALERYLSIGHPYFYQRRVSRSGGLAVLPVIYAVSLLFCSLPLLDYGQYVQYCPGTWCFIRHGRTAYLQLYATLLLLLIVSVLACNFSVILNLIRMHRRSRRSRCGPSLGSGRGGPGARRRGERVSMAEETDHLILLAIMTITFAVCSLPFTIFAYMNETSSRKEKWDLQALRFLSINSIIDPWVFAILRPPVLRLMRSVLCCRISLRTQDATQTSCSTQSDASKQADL
Hck-Nef inh: inhibitors of human Hck kinase activated by Nef; P08631; Recombinant Hck-YEEI plus Nef, Z-Lyte FRET kinase assay; 0.68% of 220,000 active; inhibition, % at 20 µM;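 active = Hck-Nef kinase inhibition above about 50%, limit read from the data; inactive = inhibition below that limit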;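 also: 0% = DMSO with Hck plus Nef and 100% = Hck alone without Nef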
Rad51 HR inh: Rad51 (human) homologous recombination inhibition | 0.085% of 200,000 active | inhibition, % at 10 µM | hRad51 DNA strand exchange, fluorescence dequenching | Q06609 | AID 1385;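 active = inhibition above 40% at the single screening dose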;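 also: 0% = DMSO control wells and 100% = blanks with heterologous ssDNA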
Target sequence (Q06609 whole entry, looked up): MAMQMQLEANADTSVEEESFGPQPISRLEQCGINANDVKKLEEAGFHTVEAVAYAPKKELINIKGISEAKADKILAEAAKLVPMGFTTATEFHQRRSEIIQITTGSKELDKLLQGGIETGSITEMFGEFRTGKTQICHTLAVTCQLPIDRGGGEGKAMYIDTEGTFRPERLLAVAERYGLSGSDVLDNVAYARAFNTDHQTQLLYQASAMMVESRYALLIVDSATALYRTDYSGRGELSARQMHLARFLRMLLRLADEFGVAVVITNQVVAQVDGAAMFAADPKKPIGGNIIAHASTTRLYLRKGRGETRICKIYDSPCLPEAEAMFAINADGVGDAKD
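System: hRad51 filaments on single-stranded DNA; reagent: Fluorescein- and BHQ1-tagged 47-mer duplex; compound dosing: one concentration, 10 µM final; timing: filaments 15 min 37 °C, then compound 30 min; measured by: fluorescein emission 520 nm, excitation 485 nm; benchmarks: per-plate controls and blanks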
EP2 mod: EP2 receptor (human) modulation | P43116 | 0.83% of 260,000 active | AID 940 | EP2-expressing cells, cAMP HTRF FRET, PGE2 co-stimulation | induction, % at 25 µM;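 active = compounds whose cAMP rise, as percent of the full-agonist control response, exceeds 60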;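 also: rat C6 glioma line stably carrying human EP2 under a CMV promoter; the protocol text gives 20 µM as final concentration; 100% = response of wells given 1 µM PGE2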
Tb hexokinase: T. brucei hexokinase 1 inhibition. recombinant TbHK1, G6PDH-coupled NADH A340. inhibition, % at 10 µM. 0.11% of 220,000 active. AID 1430;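 active = inhibition of 50% or more in the single-dose primary screen; inactive = inhibition below 50%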
eIF4E-4G inh: inhibitors of eIF4E and eIF4G interaction in translation initiation; AID 782; P63073+Q04637; inhibition, % at 21.7 µM; TR-FRET eIF4E-eIF4GI(517-606) binding, 2 h; 0.37% of 220,000 active;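 active = inhibition above about 30%, limit read from the data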;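 also: 0% = full FRET control wells and 100% = background wells lacking eIF4GI fragment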
14-3-3 Bad inh: disrupts binding of bovine 14-3-3 zeta to phospho-Bad peptide; TR-FRET 14-3-3zeta/Dy647-pBad peptide displacement, 1 h; inhibition, % at 21.7 µM; 0.71% of 220,000 active; AID 781;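 active = inhibition above about 70%, limit read from the data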;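 also: 0% = full 14-3-3 plus peptide FRET controls and 100% = background without 14-3-3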
Target sequence (P63103 whole entry, looked up): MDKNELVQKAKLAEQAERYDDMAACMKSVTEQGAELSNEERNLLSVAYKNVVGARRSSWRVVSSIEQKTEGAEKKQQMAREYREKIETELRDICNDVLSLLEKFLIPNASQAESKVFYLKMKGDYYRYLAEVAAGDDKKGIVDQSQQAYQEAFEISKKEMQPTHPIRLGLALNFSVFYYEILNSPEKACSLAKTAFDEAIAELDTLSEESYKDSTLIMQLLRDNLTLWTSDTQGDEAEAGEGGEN
Active calls of the source: *; [ ] = dose if it differs, or a comment.

What do the screens show for `CCN(CC)CCNC(=O)CS(=O)Cc1nc(-c2ccccc2Cl)oc1C` (stereo not given)?
zVAD death inh: -0.4; Calpain2 inh: -39.2; EP2 antag: 2.6; Hck-Nef inh: 0.6; Rad51 HR inh: 4.8; EP2 mod: -2.2; Tb hexokinase: 1.6; eIF4E-4G inh: 2.9[fluorescence artefact?]; 14-3-3 Bad inh: -7.7

What do the screens show for `CCN(CC)S(=O)(=O)c1cccc2nsnc12`?
zVAD death inh: -0.9; Calpain2 inh: -16.8; EP2 antag: 5.0; Hck-Nef inh: 0.4; Rad51 HR inh: -2.2; EP2 mod: 23.7; Tb hexokinase: -13.1; eIF4E-4G inh: 7.6; 14-3-3 Bad inh: -0.7

How did CCc1ccccc1N1CN(Cc2cccnc2)CNC1=S do in these assays?
zVAD death inh: 0.9; Calpain2 inh: -3.5; EP2 antag: 1.3; Hck-Nef inh: -3.3; Rad51 HR inh: 8.9; EP2 mod: 12.9; Tb hexokinase: -11.7; eIF4E-4G inh: -1.1; 14-3-3 Bad inh: -2.3

Results for C#CCNC(=O)C1=C[C@@H](c2csc3ccccc23)C[C@@H](OCc2ccc(CO)cc2)O1 ?
zVAD death inh: 0.2; Calpain2 inh: -12.8; EP2 antag: 0.6; Hck-Nef inh: 9.9; Rad51 HR inh: -0.6; EP2 mod: -37.3; Tb hexokinase: -11.5; eIF4E-4G inh: -1.2; 14-3-3 Bad inh: 7.5

Results for COCCCNC(=S)N/N=C/c1ccc(O)cc1 ?
zVAD death inh: 1.0; Calpain2 inh: 10.4; EP2 antag: 12.2; Hck-Nef inh: 4.4; Rad51 HR inh: -4.2; EP2 mod: -16.1; Tb hexokinase: -43.3; eIF4E-4G inh: 4.7; 14-3-3 Bad inh: -1.9

What do the screens show for `COc1ccc(NC(=O)CSc2ncnc3c2cnn3Cc2ccccc2)cc1`?
zVAD death inh: 0.0; Calpain2 inh: 17.8; EP2 antag: 3.8; Hck-Nef inh: -1.9; Rad51 HR inh: -2.8; EP2 mod: 20.6; Tb hexokinase: -10.3; eIF4E-4G inh: -0.1; 14-3-3 Bad inh: 0.2

How did C=CCNC(=O)/C(C#N)=C/c1ccc(C(=O)O)cc1 do in these assays?
zVAD death inh: 2.5; Calpain2 inh: -12.6; EP2 antag: 2.4; Hck-Nef inh: 21.8; Rad51 HR inh: -1.2; EP2 mod: 11.3; Tb hexokinase: -13.4; eIF4E-4G inh: 2.1; 14-3-3 Bad inh: -2.9

What do the screens show for `COc1cccc(CN2CCN(CC(=O)Nc3ccccc3Cl)CC2)c1`?
zVAD death inh: 1.9; Calpain2 inh: -35.5; EP2 antag: 14.2; Hck-Nef inh: 3.6; Rad51 HR inh: 1.5; EP2 mod: 5.2; Tb hexokinase: -11.8; eIF4E-4G inh: -1.5; 14-3-3 Bad inh: -6.2

How did O=C(COC(=O)c1n[nH]c2ccccc12)NCc1ccccc1 do in these assays?
zVAD death inh: 0.6; Calpain2 inh: 17.5; EP2 antag: 13.9; Hck-Nef inh: -26.5; Rad51 HR inh: -4.5; EP2 mod: 9.8; Tb hexokinase: -0.9; eIF4E-4G inh: 7.2; 14-3-3 Bad inh: 1.8[fluorescence artefact?]

How did Cn1c(=O)[nH]c(=O)c2c1nc(NCCCn1ccnc1)n2Cc1ccccc1 do in these assays?
zVAD death inh: 0.3; Calpain2 inh: -21.3; EP2 antag: 12.0; Hck-Nef inh: -0.1; Rad51 HR inh: 7.3; EP2 mod: 29.9; Tb hexokinase: 1.5; eIF4E-4G inh: -4.6; 14-3-3 Bad inh: -15.6

Results for COc1ccc(C(=O)Nc2ccc(S(=O)(=O)N3CCc4ccccc43)cc2)cc1 ?
zVAD death inh: 0.9; Calpain2 inh: 20.5; EP2 antag: 7.8; Hck-Nef inh: 1.0; Rad51 HR inh: -3.2; EP2 mod: -65.7; Tb hexokinase: 4.3; eIF4E-4G inh: -1.6; 14-3-3 Bad inh: 11.6[fluorescence artefact?]

How did COC(=O)c1ccc(C)c(NC(=O)Cn2cnc3ccccc3c2=O)c1 do in these assays?
zVAD death inh: 0.2; Calpain2 inh: 2.7; EP2 antag: 6.9; Hck-Nef inh: 0.6; Rad51 HR inh: -2.1; EP2 mod: 11.4; Tb hexokinase: -0.7; eIF4E-4G inh: -4.8; 14-3-3 Bad inh: -4.9

What do the screens show for `CC1=CC2=NCC(O)CN2C=C1` (stereo not given)?
zVAD death inh: 0.1; Calpain2 inh: -42.0; EP2 antag: 2.4; Hck-Nef inh: 0.3; Rad51 HR inh: -1.4; EP2 mod: 26.1; Tb hexokinase: -15.0; eIF4E-4G inh: 0.4; 14-3-3 Bad inh: 1.4

What do the screens show for `CS(=O)(=O)Nc1ccc(N2CCCCC2)c(Cl)c1`?
zVAD death inh: -0.2; Calpain2 inh: 7.0; EP2 antag: 2.8; Hck-Nef inh: 0.8; Rad51 HR inh: -5.5; EP2 mod: 1.2; Tb hexokinase: -2.9; eIF4E-4G inh: 1.5; 14-3-3 Bad inh: -5.7

How did C/C(=N\NC(=O)C1CCCN(S(=O)(=O)c2ccccc2)C1)c1ccncc1 (stereo not given) do in these assays?
zVAD death inh: 0.4; Calpain2 inh: -21.8; EP2 antag: 8.8; Hck-Nef inh: 1.2; Rad51 HR inh: -2.5; EP2 mod: 1.2; Tb hexokinase: -1.8; eIF4E-4G inh: -1.5; 14-3-3 Bad inh: -0.5

Results for O=C(Nc1ccc(Cl)cn1)Nc1ccccc1F ?
Calpain2 inh: -14.1; EP2 antag: 15.0; Hck-Nef inh: 0.3; Rad51 HR inh: -3.6; EP2 mod: -0.8; Tb hexokinase: -5.0; eIF4E-4G inh: 0.3; 14-3-3 Bad inh: -6.9

How did Oc1ccccc1-c1cc(-c2ccc3c(c2)OCCO3)n[nH]1 do in these assays?
zVAD death inh: 48.6; Calpain2 inh: 53.8*; Hck-Nef inh: 1.8; EP2 mod: -47.2; Tb hexokinase: 0.9; eIF4E-4G inh: 3.0[fluorescence artefact?]; 14-3-3 Bad inh: 0.7[fluorescence artefact?]

Results for COc1ccc(CNC(=O)c2ccc(NC(=O)CC3SC(N4CCCC4)=NC3=O)cc2)cc1 (stereo not given) ?
zVAD death inh: 0.7; Calpain2 inh: 5.3; EP2 antag: 4.5; Hck-Nef inh: 2.6; Rad51 HR inh: -0.2; EP2 mod: 8.9; Tb hexokinase: 1.7; eIF4E-4G inh: 7.8; 14-3-3 Bad inh: -20.3

What do the screens show for `Cc1ccc(C(=O)CSc2nnc(-c3ccccc3N)n2C)cc1C`?
zVAD death inh: 1.1; Calpain2 inh: -1.3; EP2 antag: 12.6; Hck-Nef inh: 8.1; Rad51 HR inh: -2.3; EP2 mod: -30.2; Tb hexokinase: 3.6; eIF4E-4G inh: 1.4; 14-3-3 Bad inh: -10.6[fluorescence artefact?]

How did O=C1CCC(C(=O)NCc2ccc3c(c2)OCO3)N1 (stereo not given) do in these assays?
zVAD death inh: 0.8; Calpain2 inh: -2.8; EP2 antag: 4.8; Hck-Nef inh: 22.7; Rad51 HR inh: 11.6; EP2 mod: 13.5; Tb hexokinase: -1.9; eIF4E-4G inh: -1.4; 14-3-3 Bad inh: -11.4

What do the screens show for `CCOC(=O)c1cc(-c2ccc(OC)cc2OC)nn1-c1ccc(C(=O)O)cc1`?
zVAD death inh: 5.6; Calpain2 inh: -38.0; EP2 antag: 18.2; Hck-Nef inh: 18.6; Rad51 HR inh: 2.3; EP2 mod: 11.9; Tb hexokinase: -6.9; eIF4E-4G inh: -3.3; 14-3-3 Bad inh: -14.4

What do the screens show for `COc1ccc(C(=O)C(Sc2nnc(C)c(=O)[nH]2)c2ccc(OC)cc2)cc1` (stereo not given)?
zVAD death inh: 0.2; Calpain2 inh: 22.3; EP2 antag: 2.1; Hck-Nef inh: 28.3; EP2 mod: 11.9; Tb hexokinase: -14.6; eIF4E-4G inh: -11.7; 14-3-3 Bad inh: 4.7

Results for O=c1c2ccccc2oc2nc(C3CCCCC3)n(Cc3ccco3)c(=O)c12 ?
zVAD death inh: -0.3; Calpain2 inh: 0.0; EP2 antag: 3.9; Hck-Nef inh: 1.5; Rad51 HR inh: 1.8; EP2 mod: 36.4; Tb hexokinase: 3.2; eIF4E-4G inh: -3.2; 14-3-3 Bad inh: 9.3[fluorescence artefact?]

What do the screens show for `CC(=O)CC(C)(C)n1nnc(-c2ccccc2)n1`?
zVAD death inh: -0.1; Calpain2 inh: 16.9; EP2 antag: 6.4; Hck-Nef inh: -0.2; Rad51 HR inh: -8.2; EP2 mod: 49.5; Tb hexokinase: 1.3; eIF4E-4G inh: 5.8; 14-3-3 Bad inh: -10.1

How did Cc1ccc(C)c(NC(=O)c2sc(Cl)nc2C)c1 do in these assays?
zVAD death inh: 0.0; Calpain2 inh: -2.9; EP2 antag: 6.6; Hck-Nef inh: 2.4; Rad51 HR inh: 2.6; EP2 mod: 15.8; Tb hexokinase: 10.7; eIF4E-4G inh: 10.7[fluorescence artefact?]; 14-3-3 Bad inh: -8.5

What do the screens show for `CCc1cccc(CC)c1NC(=O)COC(=O)c1ccc2c(c1)S(=O)(=O)c1ccccc1C2=O`?
zVAD death inh: -0.2; Calpain2 inh: -7.9; EP2 antag: 6.7; Hck-Nef inh: 4.8; Rad51 HR inh: -0.6; EP2 mod: 2.5; Tb hexokinase: -1.5; eIF4E-4G inh: 4.9; 14-3-3 Bad inh: 6.6

Results for CCOC(=O)c1c(C)[nH]c(C(=O)COC(=O)CNC(=O)c2ccccc2Cl)c1C ?
zVAD death inh: 1.7; Calpain2 inh: 17.2; EP2 antag: 4.8; Hck-Nef inh: 2.9; Rad51 HR inh: -1.1; EP2 mod: 8.7; Tb hexokinase: -2.1; eIF4E-4G inh: 5.5[fluorescence artefact?]; 14-3-3 Bad inh: 7.5

How did Cc1ccc(S(=O)(=O)N2CCCC(C(=O)Nc3ccc(C(=O)O)cc3)C2)cc1Cl (stereo not given) do in these assays?
zVAD death inh: 3.5; Calpain2 inh: -7.5; EP2 antag: 4.0; Hck-Nef inh: 22.0; Rad51 HR inh: 1.5; EP2 mod: 27.6; Tb hexokinase: -0.8; eIF4E-4G inh: 4.2; 14-3-3 Bad inh: -10.0

How did N/C(Cc1ccc(Cl)c(Cl)c1)=N\OC(=O)c1ccc(Br)o1 do in these assays?
zVAD death inh: -1.3; Calpain2 inh: 0.0; EP2 antag: 12.6; Hck-Nef inh: 14.0; Rad51 HR inh: -1.4; EP2 mod: -39.1; Tb hexokinase: -2.9; eIF4E-4G inh: 1.0; 14-3-3 Bad inh: 3.1

What do the screens show for `CCc1cccc(OCCn2nc(C(=O)O)c3ccccc3c2=O)c1`?
zVAD death inh: 3.2; Calpain2 inh: 31.2; EP2 antag: 4.6; Hck-Nef inh: 20.2; Rad51 HR inh: -18.8; EP2 mod: 27.2; Tb hexokinase: -1.3; eIF4E-4G inh: 2.0; 14-3-3 Bad inh: -3.4

How did Nc1nonc1-c1noc(N2CCCCC2)n1 do in these assays?
zVAD death inh: 0.2; Calpain2 inh: -4.9; EP2 antag: 18.6; Hck-Nef inh: -1.7; Rad51 HR inh: 6.8; EP2 mod: 7.7; Tb hexokinase: 1.8; eIF4E-4G inh: 2.1; 14-3-3 Bad inh: 9.4[fluorescence artefact?]

What do the screens show for `COc1cc(C(=O)Nc2ccncc2)cc(OC)c1OC`?
zVAD death inh: -0.4; Calpain2 inh: -29.2; EP2 antag: 13.5; Hck-Nef inh: 0.5; Rad51 HR inh: -4.5; EP2 mod: -2.3; Tb hexokinase: -0.4; eIF4E-4G inh: -7.8; 14-3-3 Bad inh: -9.4

Not all compounds are listed; the hit share may differ from the screen's.
